CAL PDZ FP-1: blocks peptide binding to human CAL PDZ domain | purified CAL PDZ, TMR-peptide fluorescence polarization, 1 h | Q9HD26 | actives 0.02% (n = 330,000) | AID 504414 | inhibition, % at 20 µM;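 active = highest replicate inhibition of at least 40%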;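 also: plate controls were DMSO neutral control wells for no effect and unlabeled competitor peptide control wells for full effect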
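Test system: purified CerCALP PDZ construct; Compound dosing: one concentration, 20 µM compound; Also added: TMR-labelled reporter peptide T*-PRC34 bound in PDZ groove; Read-out: inhibition from polarization loss; Controls: unlabelled peptide and DMSO controls; Signal: FP readout, S and P plane fluorescence; Incubation: 1 h at RT.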
AddAB inh: less growth of phage-infected E. coli with AddAB | inhibition, % at 11.9 µM | E. coli expressing H. pylori AddAB, absorbance growth | actives 0.29% (n = 330,000); in the data active = inhibition above about 12%;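 also: 0% = vehicle wells of infected cells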
SR-BI uptake up: SR-BI HDL lipid transfer activation; CHO ldlA[mSR-BI] cells, DiI-HDL uptake fluorescence, 3 h; 100 = double the neutral-control signal; activation, % at 12.5 µM; actives 0.096% (n = 320,000);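 active = mean replicate activation of at least 60% and every replicate at or above 60%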;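 also: 0% = median plate neutral-control signal and 100% = twice that signal; values of inactives mirror those of a sister screen read the other way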
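Material: SR-BI-overexpressing, LDLR-lacking CHO cells; schedule: compound exposure 3 h, 37 °C; reagent: DiI-labelled HDL at 10 µg/mL final; technique: bottom-read fluorescence, 550/595 nm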
SR-BI DiI inh: inhibitors of mouse SR-BI mediated HDL lipid uptake; Q61009; ldlA[mSR-BI] CHO cells, DiI-HDL uptake fluorescence, 3 h; inhibition, % at 12.5 µM; actives 0.96% (n = 320,000); AID 488896;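 active = mean replicate inhibition of at least 70% and a set share of replicates each scoring 70 or more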;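 also: 0% = median of neutral control wells and 100% = median of positive control wells; values of inactives mirror those of a sister screen read the other way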
Target sequence (Q61009 whole entry, looked up): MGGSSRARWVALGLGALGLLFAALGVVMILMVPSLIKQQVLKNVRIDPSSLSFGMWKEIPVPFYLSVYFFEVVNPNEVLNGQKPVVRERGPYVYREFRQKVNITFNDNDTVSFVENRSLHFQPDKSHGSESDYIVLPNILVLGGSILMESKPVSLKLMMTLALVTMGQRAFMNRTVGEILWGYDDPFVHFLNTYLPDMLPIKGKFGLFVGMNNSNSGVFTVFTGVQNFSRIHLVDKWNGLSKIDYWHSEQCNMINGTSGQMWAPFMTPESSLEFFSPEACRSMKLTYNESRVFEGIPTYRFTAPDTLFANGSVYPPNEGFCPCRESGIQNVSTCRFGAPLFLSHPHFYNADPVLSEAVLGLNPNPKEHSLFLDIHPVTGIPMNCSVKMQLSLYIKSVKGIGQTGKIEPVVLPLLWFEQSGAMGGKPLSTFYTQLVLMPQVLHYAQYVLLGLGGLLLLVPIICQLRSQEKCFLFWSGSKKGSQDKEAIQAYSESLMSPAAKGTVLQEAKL
Tat transport: inhibitors of E. coli Tat protein transport. actives 0.036% (n = 340,000). E. coli MC4100 TorA-mCherry Tat export, fluorescence. inhibition, % at 10 µM;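 active = mean replicate inhibition at least 50% and at least half of replicates individually reaching 50%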;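 also: exported cargo escapes ClpAP degradation while cytoplasmic cargo is degraded and loses fluorescence; 0% = median of neutral control wells and 100% = median of NaSCN control wells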
Wnt bcat act: Wnt/beta-catenin pathway activation; Wnt/beta-catenin reporter cell assay, activator, plate reader; activation, % at 9.35 µM; actives 1.2% (n = 300,000); in the data active = activation above about 30%, passing the limit was not always enough;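 also: 0% = neutral control wells and 100% = positive control wells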
MITF TRPM1 HTS: MITF TRPM1 promoter activation in melanoma cells; SK-MEL-5 TRPM1-promoter luciferase, 24 h; % of positive control, neutral wells = 0; activation, % at 12.5 µM; AID 588334; actives 0.75% (n = 300,000);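 active = mean activation of at least 80% with every replicate also reaching 80%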;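 also: 0% = neutral control wells and 100% = parthenolide positive control wells; values of inactives mirror those of a sister screen read the other way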
phage Ecoli inh: E. coli growth loss with phage present | actives 0.26% (n = 360,000) | growth absorbance | inhibition, % at 11.9 µM | AID 651602; in the data active = inhibition above about 11%
CAL PDZ FP-2: CAL PDZ (human) peptide binding inhibition. AID 602252. actives 0.92% (n = 300,000). inhibition, % at 24.9 µM. purified CAL PDZ, TMR-peptide fluorescence polarization, 1 h;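 active = mean inhibition of at least 30% with at least half of replicates also reaching 30%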;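 also: 0% = DMSO neutral control and 100% = excess unlabeled competitor peptide PRC23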
E coli growth: bacterial growth inhibition, counter-screen for AddAB inhibitors. actives 0.27% (n = 330,000). E. coli V3065 growth, OD600 absorbance, 18 h. inhibition, % at 11.9 µM;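 active = inhibition above the campaign's mean inhibition across all tested compounds plus 3 SD, cut at about 9.9% in these data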;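 also: uninfected addAB+ strain grown without phage in ampicillin broth; 0% = DMSO wells and 100% = ciprofloxacin 0.95 µg/ml wells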
Numbers without * were called inactive; / = no result given. Compounds were not picked by outcome; 3.6% or so of the library scored in one or more.

Molecule,CAL PDZ FP-1,AddAB inh,SR-BI uptake up,SR-BI DiI inh,Tat transport,Wnt bcat act,MITF TRPM1 HTS,phage Ecoli inh,CAL PDZ FP-2,E coli growth
COc1ccc(C(=O)NCC(c2cccnc2)N2CCN(c3ccccc3)CC2)cc1OC (centres undefined),0.3,-0.9,4,-4,5,-3,5,2.0,-4,0.4
O=C(O)c1ccc2c(c1)ncn2C1CCCC1,-0.6,-0.9,12,-12,2,4,25,3.5,/,1.4
COc1ccc(Cc2nn3c(-c4ccccc4Br)nnc3s2)cc1,-1.7,0.3,-3,3,-2,/,7,0.7,-5,1.6
CCNc1nc(NC(C)C)nc(OCCOC(=O)c2ccccc2)n1,-2.7,0.7,-2,2,-2,/,0,2.6,-4,4.3
COc1ccc(-c2n[nH]c(C)c2-c2ccc(Cl)cc2)c(O)c1,-2.4,2.4,-46,46,23,/,-9,1.7,-2,2.5
CNc1nc(N/N=C/c2cc3c(cc2[N+](=O)[O-])OCO3)nc(Nc2ccccc2)n1,-3.7,0.4,-87,87*,-5,-7,-37,1.6,1,-1.0
O=C(NNC(=O)c1ccccc1F)C1=NN(c2ccccc2)C(=O)CC1,-2.1,2.3,15,-15,-3,-2,3,0.6,-6,-1.8
Cc1ccc(N(C(=O)CNC(=O)c2ccco2)C(C(=O)NC2CCCC2)c2cccnc2)c(C)c1 (centres undefined),-2.7,1.3,14,-14,6,-1,9,-1.8,-6,1.6
Cc1cccc(-c2nc(CS(=O)CC(=O)NCc3cccs3)c(C)o2)c1 (centres undefined),0.3,-2.6,0,0,-8,1,/,1.1,/,0.3
CC1CCN(S(=O)(=O)c2ccc(C(=O)Nc3nnc(-c4ccncc4)o3)cc2)CC1,-2.1,-4.0,20,-20,10,-6,4,-1.1,-1,-5.6
CCOC(=O)c1ccc(N2C(=O)CC(N3CCN(C(=O)c4ccccc4)CC3)C2=O)cc1 (centres undefined),-1.6,0.1,-3,3,-10,-2,12,4.2,1,-0.6
CCOC(=O)C1CCCc2c1[nH]c1ccc(Cl)cc21 (centres undefined),-0.5,-0.5,-19,19,-4,-1,-8,2.2,-2,-1.4
C[C@H](CO)N1C[C@H](C)[C@@H](CN(C)C(=O)Nc2ccc3c(c2)OCO3)Oc2c(NC(=O)Nc3ccccc3)cccc2C1=O,-0.4,2.9,-22,22,-6,6,3,2.5,-4,-1.1
O=Cc1ccccc1-n1cccn1,-2.5,-0.2,13,-13,-8,3,9,-0.2,6,-0.7
CCN(CC)C(=O)CS(=O)CC(=O)Nc1cc(OCCOC)c(Cl)cc1Cl (centres undefined),-0.4,3.0,-41,41,-4,-2,-2,3.7,-6,2.5
CCCC(=O)Nc1ccc2c(c1)C(=O)N(CCC(=O)O)C2=O,-0.6,1.8,9,-9,-3,/,-5,1.9,/,1.6
COc1ccc(NC(=O)COC(=O)CCC(=O)c2cccs2)cc1OC,0.0,3.8,15,-15,-1,-3,4,2.9,/,1.1
COc1cc(OC)cc(C(=O)/C=C2\Sc3ccccc3N2C)c1,-1.9,4.8,-16,16,-5,2,26,4.4,0,2.2
CCOc1ccc(CN(C)C(=O)c2cccc(S(=O)(=O)N3CCCC3)c2)cc1OC,-0.4,1.1,21,-21,-3,-1,-11,2.4,1,-0.2
COC(=O)COc1ccc(/C=C2/SC(=O)N(CC(=O)N3CCCC3)C2=O)cc1Br,-0.8,0.5,8,-8,1,0,-10,1.4,-15,-0.8
COCCC1CCCCN1C(=O)c1cccc(OC2CCN(C3CCCC3)CC2)c1 (centres undefined),0.2,0.2,-3,3,-1,-2,12,3.6,16,-0.5
O=C(COc1coc(CN2CCN(c3ccccc3)CC2)cc1=O)NC1CCCCC1,-1.2,-0.3,21,-21,6,-3,-1,1.8,-2,2.9
Cc1ccccc1Oc1cc(NC(=O)CCCn2nc(C)c([N+](=O)[O-])c2C)cc([N+](=O)[O-])c1,-1.1,2.0,-42,42,12,-4,-3,4.5,-4,-1.0
COC(=O)CCN(Cc1ccccc1)S(=O)(=O)c1ccccc1Br,-0.9,-0.9,12,-12,-6,2,3,0.4,-4,1.8
O=C(N/C(=C/c1ccco1)C(=O)N1CCOCC1)c1ccc([N+](=O)[O-])cc1,-0.6,/,41,-41,7,2,3,0.9,0,/
CCCN1CNC(=S)N(CC2CCCO2)C1 (centres undefined),-0.4,0.8,19,-19,-8,-1,1,3.3,-1,1.8
COc1ccccc1NC(=O)c1ccc(NC(=O)COC(=O)C2CCCO2)cc1 (centres undefined),-3.5,/,-24,24,5,/,-9,/,-2,/
O=[N+]([O-])c1ccc(C[n+]2cccc3ccc4cccnc4c32)cc1,0.2,0.9,9,-9,3,-1,-12,5.0,-7,1.4
CCCOC(=O)CSC1=C(C#N)C(c2ccccc2OC)C(C#N)C(=O)N1 (centres undefined),-1.7,0.3,28,-28,-8,/,/,2.2,/,0.6
O=C(Nc1ccccc1)N1CCCC1,-1.0,1.8,35,-35,-8,/,-6,3.4,1,-1.3

A different layout for some results above.
O=C(COc1coc(CN2CCN(c3ccccc3)CC2)cc1=O)NC1CCCCC1
- CAL PDZ FP-1: -1.2
- AddAB inh: -0.3
- SR-BI uptake up: 21
- SR-BI DiI inh: -21
- Tat transport: 6
- Wnt bcat act: -3
- MITF TRPM1 HTS: -1
- phage Ecoli inh: 1.8
- CAL PDZ FP-2: -2
- E coli growth: 2.9
Cc1ccccc1Oc1cc(NC(=O)CCCn2nc(C)c([N+](=O)[O-])c2C)cc([N+](=O)[O-])c1
- CAL PDZ FP-1: -1.1
- AddAB inh: 2.0
- SR-BI uptake up: -42
- SR-BI DiI inh: 42
- Tat transport: 12
- Wnt bcat act: -4
- MITF TRPM1 HTS: -3
- phage Ecoli inh: 4.5
- CAL PDZ FP-2: -4
- E coli growth: -1.0

Following part
Molecule,CAL PDZ FP-1,AddAB inh,SR-BI uptake up,SR-BI DiI inh,Tat transport,Wnt bcat act,MITF TRPM1 HTS,phage Ecoli inh,CAL PDZ FP-2,E coli growth
CCOC(=O)C1CCN(Cc2ccc(F)c(Br)c2)CC1,-0.3,3.0,-13,13,-8,/,3,1.2,/,1.4
CN1C(=O)/C(=C/c2cccc([N+](=O)[O-])c2)C(=O)N1c1ccccc1,-0.1,-1.8,19,-19,11,2,/,-2.2,-3,-0.8
COc1ccc(C2(C)NC(=O)N(CC(=O)NCC(=O)Nc3ccc(F)c(F)c3F)C2=O)cc1OC (centres undefined),0.1,0.7,45,-45,-4,-3,-10,4.7,-68,-1.6
CCOC(=O)C(=O)NC12CC3CC(CC(C3)C1)C2,0.5,2.8,63*,-63,-6,-1,7,3.1,5,-0.9
CCOC(=O)Cc1csc(NC(=O)CSc2nnc(Cc3csc(N)n3)n2C)n1,0.1,1.9,3,-3,-8,/,-6,2.9,2,1.1
COc1ccc(NC(=O)CSc2nc3ccccc3nc2N2CCCC2)c(OC)c1,0.1,-1.2,2,-2,-8,23,/,1.6,-4,-0.6
CCOCCCn1c(SCC(=O)Nc2oc(C)c3c(C)n[nH]c(=O)c23)nc2ccccc2c1=O,-4.0,/,12,-12,6,3,4,4.3,-4,/
Cc1ccc(N2CC(C(=O)N3CCN(c4ccccc4)CC3)CC2=O)cc1 (centres undefined),-0.6,5.7,8,-8,-6,-2,-14,3.7,-22,-0.8
COc1ccc(C(=O)Cc2ccc(OC)c(OC)c2)cc1,-2.5,-2.1,3,-3,-5,21,44,2.8,0,-1.9
COc1c(F)c(F)c(C(=O)O)c(Nc2ccccc2)c1F,-0.5,0.7,12,-12,0,/,8,1.0,/,-0.7
O=C(Nc1ccccc1)N1CCCC2CCCCC21 (centres undefined),-1.1,4.5,2,-2,-9,-2,61,4.7,0,1.6
COCCn1cnc2c1c(=O)[nH]c(=O)n2Cc1ccccc1,-0.5,0.3,/,/,5,/,1,/,-2,-0.9
CCOc1ccccc1-c1nnc(SCC(=O)Nc2ccccc2)o1,/,2.8,-38,38,-3,21,10,2.4,8,-2.6
O=C(Nc1ccc(-c2ccc3nncn3n2)cc1)C1CCCCC1,-2.6,0.2,-2,2,0,4,34,-0.1,-7,0.9
CC(=O)c1cccc(NC(=O)c2ccc(CN3CCc4ccccc4C3)cc2)c1,-1.7,-1.6,-52,52,0,-2,/,4.0,-9,-1.3
CCCNc1ccc(S(=O)(=O)N(CC)CC)cn1,-0.6,3.1,-7,7,-1,-8,-5,1.7,0,-1.8
Cc1ccc(NC(=S)N2CCCC2)cc1Cl,-2.6,/,-3,3,-7,0,-8,-0.6,-5,/
COc1ccc(NS(=O)(=O)c2cccc(Cl)c2)cc1S(=O)(=O)N1CCCCC1,-0.6,3.3,15,-15,4,-2,-3,2.6,/,4.0
C=CCNc1nc(C(=O)OCC(=O)c2ccccc2)cs1,0.3,2.5,-11,11,-4,19,69,2.1,0,0.4
COC(=O)c1ccc(-c2ccco2)n1Cc1nc(-c2ccc(OC)c(OC)c2)oc1C,-1.5,0.0,-51,51,-5,/,-5,1.6,2,-1.9
CS(=O)(=O)c1ccc2nc(NC(=O)Nc3ccc(Cl)cc3)sc2c1,-1.0,2.1,3,-3,-7,-3,1,4.4,-1,0.3
COC(=O)CSc1nc2c(c(=O)n(C)c(=O)n2C)n1CCC(C)C,-0.9,-1.6,3,-3,-8,/,7,3.3,9,3.4
Cc1nn(CCCC(=O)NCCc2ccccc2)c(=O)c2nccn12,0.5,-2.0,27,-27,-7,2,11,1.3,0,0.4
c1ccc(-c2cc(-c3nnco3)c3ccccc3n2)nc1,-1.0,1.0,5,-5,0,-2,2,0.6,-2,-0.6
C=CCSc1nnc(-c2ccccc2NC(=O)CC)c(=O)[nH]1,-0.4,-0.5,-2,2,3,/,-6,2.0,3,-2.1
Cc1nn(CC(=O)N2CCN(C(=O)c3ccco3)CC2)c(C)c1[N+](=O)[O-],0.3,-0.9,9,-9,3,-4,2,1.0,/,-0.1
Cc1cccc(NC(=O)CCC(=O)N/N=C/c2cccnc2)c1,0.3,0.1,-13,13,-1,0,-9,0.8,15,2.1
COc1ccc2oc(=O)c(C(C)=O)cc2c1,-0.2,-2.5,28,-28,-8,-13,7,0.5,-6,-2.4
COc1ccc(S(=O)(=O)NCc2ccccn2)c(C)c1C,-0.1,1.4,0,0,-14,0,/,0.9,-2,0.1
Cc1cc(C)n(-c2ccc(C(=O)OC(C)C(=O)Nc3ccc(C(N)=O)cc3)cc2)n1 (centres undefined),-2.2,/,-15,15,2,1,-1,0.6,0,/
COc1ccc(Cl)cc1/C=C/c1ccc2cccc(O)c2n1,-3.3,1.5,-83,83*,13,11,12,-0.1,-2,1.9
Cc1cccc(OCC(=O)Nc2cccc(C(=O)NCC(C)C)c2)c1,-1.1,5.2,-20,20,0,-3,-12,3.2,-3,-0.7
Cc1ccc2nc(SCC(=O)NCc3cccs3)c(C#N)cc2c1,1.2,0.1,5,-5,-3,-4,8,0.4,2,1.4
Cc1c(C(=O)c2ccccc2)c(=O)n(C)c(=O)n1C,-1.5,3.0,13,-13,0,-2,8,4.9,-2,-0.8
COc1ccccc1-c1nnc(SCC(=O)c2c(N)n(C3CC3)c(=O)[nH]c2=O)n1C,-0.2,1.7,-2,2,6,2,-20,2.2,-3,0.3
